Compound activity deposited in PubChem BioAssay by Southern Research Specialized Biocontainment Screening Center.
inhibitors of VEEV: inhibitors of VEEV TC-83 cytopathic effect, confirmation, Vero cells (AID 588727). Vero cells, VEEV TC-83 cytopathic effect inhibition; higher % means a stronger effect. inhibition, % at 20 µM, or IC50 in µM where a hit was titrated. 350,000 compounds, 0.13% hits; in the data active = a potency from the dose series; inconclusive = inhibition mostly from about 14% at the one dose, without a potency; inactive = the rest, 99 in 100 with inhibition below about 12%; note: strong numbers were not always called active
An asterisk follows results filed as active; i = inactive; ? = inconclusive.

SMILES	inhibitors of VEEV
CCN(CC)C(=O)C(c1ccccc1)S(=O)(=O)N1CCOCC1 (centres undefined)	i
CC(C)NC(=O)Nc1ccc2c(c1)C(=O)N([C@H](C)CO)C[C@H](C)[C@@H](CN(C)S(=O)(=O)c1ccccc1)OCCCC[C@@H](C)O2	i
C[C@H](CO)N1C[C@H](C)[C@H](CN(C)C(=O)c2cc(-c3ccccc3)on2)OCc2cnnn2CCCC1=O	1.2%
Clc1ccc(-c2nc(CSc3ccccn3)cs2)cc1	3.5%
Cc1ccccc1N=C1NC(=O)/C(=C/c2cccn2-c2cccc(C(=O)O)c2)S1	5.0%
COC(=O)C(NC(=O)c1ccccc1)C(C)(C)SCc1ccccc1 (centres undefined)	9.5%
COc1cc(C(=O)Nc2ccc(C(=O)c3ccncc3)cc2)cc(OC)c1OC	4.1%
N=c1ncn(C2OC(CO)C(O)C2O)c2nc(Br)[nH]c12 (centres undefined)	0.3%
Cc1ccc(CNC(=O)CN2NS(=O)(=O)c3ccccc3C2=O)cc1	0.8%
COc1ccccc1NC(=O)c1oc2ccccc2c1C	0.0%
N#CCCN(C(=S)Nc1ccc(Cl)c(Cl)c1)C1CCCCC1	7.1%
CNC(=O)C[C@@H]1C(=O)N(c2ccc(Br)cc2)CC1(C)C	0.6%
CC(=O)c1ccc(OCC(=O)OCC(=O)c2ccc(S(=O)(=O)N3CCCCC3)cc2)cc1	1.7%
CC(C)(O)C1Cc2cc(/C=C/C(=O)O)c(O)cc2O1 (centres undefined)	1.0%
COc1ccc(-c2cc3nc(-c4ccccc4)cc(N4CCN(C(C)=O)CC4)n3n2)cc1	10.3%
CN(Cc1ccc(Cl)cc1Cl)C(=O)Cc1ccc(S(=O)(=O)N2CCOCC2)s1	i
COP(=O)(OC)C(=NNS(=O)(=O)c1ccc(C)cc1)c1ccccc1	i
Cc1ccc(S(=O)(=O)N(C)C[C@H]2OCCCC[C@@H](C)Oc3ccc(N(C)C)cc3C(=O)N([C@H](C)CO)C[C@@H]2C)cc1	0.3%
COc1ccc(CCN2CC(C(=O)NCc3cnn(C)c3)CCC2=O)cc1 (centres undefined)	i
CN(Cc1ccccc1)N=Nc1ccccc1	0.1%
CC(=O)Nc1cccc(NC(=O)c2ccc(S(=O)(=O)NCc3ccco3)cc2)c1	2.7%
O=C(COC(=O)CCc1c[nH]c2ccccc12)Nc1cccc(Cl)c1	i
O=S(=O)(/N=C(\c1ccc(F)cc1)N1CCOCC1)c1ccccc1	1.3%
CCN(CC)C(=O)C1=C(C)N(CCCN2CCCC2=O)C(=O)C(CC(=O)NCCN2CCOCC2)C1 (centres undefined)	i
COc1ccc(NC(=O)N(C)C[C@@H]2OCc3cnnn3CCCC(=O)N([C@H](C)CO)C[C@@H]2C)c(OC)c1	0.4%

Next part; it opens with the 7 that closed the last part.
SMILES	inhibitors of VEEV
COc1ccc(CCN2CC(C(=O)NCc3cnn(C)c3)CCC2=O)cc1 (centres undefined)	i
CN(Cc1ccccc1)N=Nc1ccccc1	0.1%
CC(=O)Nc1cccc(NC(=O)c2ccc(S(=O)(=O)NCc3ccco3)cc2)c1	2.7%
O=C(COC(=O)CCc1c[nH]c2ccccc12)Nc1cccc(Cl)c1	i
O=S(=O)(/N=C(\c1ccc(F)cc1)N1CCOCC1)c1ccccc1	1.3%
CCN(CC)C(=O)C1=C(C)N(CCCN2CCCC2=O)C(=O)C(CC(=O)NCCN2CCOCC2)C1 (centres undefined)	i
COc1ccc(NC(=O)N(C)C[C@@H]2OCc3cnnn3CCCC(=O)N([C@H](C)CO)C[C@@H]2C)c(OC)c1	0.4%
O=C(O)C1(C(=O)O)CCC2(CCCCC2)CC1	0.4%
O=C(Nc1ccc2c(c1)OCCO2)c1c(Cl)cccc1Cl	1.1%
COc1cc(N(CCCn2cnc3c(SC)ncnc32)CCCn2cnc3c(SC)ncnc32)cc(OC)c1OC	i
C[C@H]1CN([C@@H](C)CO)C(=O)CCCn2nncc2CO[C@H]1CN(C)C(=O)c1ccc(N2CCN(C)CC2)cc1	0.9%
CCCN(CC(=O)Nc1ccccc1OC)C(=O)CN1C(=O)NC(C)(C)C1=O	1.1%
CCCN(CC(=O)Nc1ccccc1C)C(=O)C1CCN(S(=O)(=O)c2ccc(C)c(C)c2)CC1	0.6%
C[C@@H]1CN([C@@H](C)CO)C(=O)CCCn2nncc2CO[C@H]1CN(C)C(=O)Nc1ccccc1C(F)(F)F	2.0%
COc1ccc(-n2c(-c3ccccc3F)nc3ccccc3c2=O)cc1	1.1%
CSc1ncnc2c1ncn2CCCN1CCN(Cc2c(C)cc(C)cc2C)CC1	i
CCOc1cc(/C=N/NC(=O)c2ccncc2)cc(Br)c1O	3.1%
Cc1cc(C2=CC(=O)C[C@H](c3ccc(F)cc3)C2)ccc1F	1.2%
N=C1CCCC1C(=S)SCCC(N)=O (centres undefined)	i
O=S(=O)(Cc1ccccc1)C(c1ccccc1)S(=O)(=O)Cc1ccccc1	1.2%
O=C1CC(NCc2ccccc2)C(=O)N1c1ccc(F)cc1 (centres undefined)	2.3%
O=C(Cc1ccccc1F)Nc1cc(S(=O)(=O)N2CCCCC2)ccc1N1CCOCC1	0.1%
CNC(=O)C[C@@H]1C(=O)N(CCc2ccccc2)CC1(C)C	1.6%
Cc1cn([C@H]2C[C@H](O)[C@@H](CNCC3=Cc4cc(O)ccc4OC3)O2)c(=O)[nH]c1=O	i
c1ccc(COc2ncnc3c2ncn3CCCNC2CCN(Cc3ccccc3)CC2)cc1	7.9%
CCOc1ccc(NC(=O)CN2CCN(c3ccc(F)cc3)CC2)cc1S(=O)(=O)N1CCCC1	1.9%
COc1ccc(Cn2ccnc2SCC(=O)Nc2ccc(F)cc2F)cc1	0.6%
Cc1ccc(CN(C)C[C@H]2OCc3cnnn3CCCC(=O)N([C@@H](C)CO)C[C@@H]2C)cc1	1.1%
COc1ccc(C(=O)Nc2cc(OC)c(NC(=O)Nc3ccccc3)cc2OC)cc1	3.4%
S=C(NNC(=S)Nc1ccc(Cl)cc1)NNc1ccccc1	1.1%
O=S(=O)(NCc1nnnn1-c1ccc(F)cc1)c1ccc(F)cc1	0.1%
Cc1ccc(S(=O)(=O)NCC(=O)NCC(=O)N(C)Cc2ccc(Br)s2)cc1C	i
Continuation.
SMILES	inhibitors of VEEV
CC1(C)C2CCC(CN=C(N)CSS(=O)(=O)O)C1C2 (centres undefined)	11.8%
CC1=C(C(=O)N(C)C)CC(CC(=O)NCCCCc2ccccc2)C(=O)N1Cc1ccccc1 (centres undefined)	3.4%
CCc1ccc(/C=C2\SC(=S)N(CCCC(=O)NCCCN3CCOCC3)C2=O)cc1	?
Cc1ccc(C)c(NC(=S)N2CCC(C(=O)c3ccc(F)cc3)CC2)c1	0.3%
CCOc1ccccc1NCN1C(=O)c2ccccc2C1=O	0.2%
O=C(c1ccc(N2C(=O)CCC2=O)cc1)N1CCCSC1=Nc1ccccc1	i
COCC(C)NC(=O)C1CC(=O)N(CCc2ccc(F)cc2)C1 (centres undefined)	7.0%
COc1cc(/C=C/C(=O)OCC(=O)N2CCc3ccccc32)cc(OC)c1OC	1.0%
C[C@@H]1CN([C@@H](C)CO)C(=O)CCCn2nncc2CO[C@@H]1CN(C)C(=O)Nc1ccc(-c2cccs2)cc1	1.1%
c1ccc(CN2CCC3CC2c2ccc(N4CCOCC4)cc23)cc1 (centres undefined)	i
CCc1nc(N2CCN(C(=O)CCCl)CC2)c2c3c(sc2n1)CCCC3	7.0%
O=C(COC(=O)c1cccc(S(=O)(=O)N2CCCC2)c1)Nc1cccc(Br)c1	i
COc1ccc(C(CC(=O)c2ccc3c(c2)OCO3)C(=O)O)cc1OC (centres undefined)	i
CN(CCO)C(=O)c1nc[nH]c1C(=O)N1CCN(C(=O)OC(C)(C)C)CC1	0.7%
Cc1noc(C)c1S(=O)(=O)N(C)C[C@@H]1OCc2cn(nn2)CCCC(=O)N([C@@H](C)CO)C[C@H]1C	i
Cc1nc2cc3c(=O)n(C)cnc3cc2n1Cc1ccccc1	1.4%
Cc1cc(C)c(S(=O)(=O)N2CCN(C(=O)CC(C)n3nc(C)nc3C)CC2)c(C)c1 (centres undefined)	i
O=S(=O)(Nc1ccccc1Br)c1cccc2cccnc12	3.4%
C[C@@H]1CN([C@H](C)CO)C(=O)CCCn2nncc2CO[C@@H]1CN(C)C(=O)c1ccccc1	1.4%
Cc1nnc(NC(=O)CCN2C(=O)C3CC=CCC3C2=O)s1 (centres undefined)	i
Cc1ccc(OCC(=O)OCC(=O)NC2CCCCCC2)cc1C	i
COc1cccc(CN(C)C[C@@H]2OCc3cnnn3CCCC(=O)N([C@H](C)CO)C[C@H]2C)c1	2.2%
CCCCCCN1C[C@H](n2cc(COC(=O)c3ccccc3)nn2)[C@@H](O)C[C@@H]1c1ccccc1	i
C[C@H]1CN([C@@H](C)CO)S(=O)(=O)c2ccc(Br)cc2O[C@@H]1CN(C)C(=O)Cc1ccccc1	1.6%
COc1cc2[nH]c(=O)c(C(=O)NCc3ccc(C)cc3)c(O)c2cc1OC	i

Continued (3 carried over from the part before).
SMILES	inhibitors of VEEV
CCCCCCN1C[C@H](n2cc(COC(=O)c3ccccc3)nn2)[C@@H](O)C[C@@H]1c1ccccc1	i
C[C@H]1CN([C@@H](C)CO)S(=O)(=O)c2ccc(Br)cc2O[C@@H]1CN(C)C(=O)Cc1ccccc1	1.6%
COc1cc2[nH]c(=O)c(C(=O)NCc3ccc(C)cc3)c(O)c2cc1OC	i
O=C1Nc2ccccc2Oc2ccccc21	0.2%
N#CC(=Cc1cccs1)c1nc(-c2ccc(Cl)cc2)cs1	9.0%
Cc1ccc(C)c(S(=O)(=O)Nc2ccc(C(=O)N3CCOCC3)cc2)c1	0.2%
O=C(/C=C/c1cccc(Cl)c1)OCC(=O)c1ccc[nH]1	0.6%
C[C@@H]1CN([C@@H](C)CO)C(=O)CCCn2nncc2CO[C@H]1CN(C)S(=O)(=O)c1cccs1	i
COc1ccc(C#CC2=CC(=O)CC(C)(C)C2)cc1	3.2%
O=C(CC1SC(N2CCCC2)=NC1=O)Nc1ccc(C(=O)NCc2ccccc2F)cc1 (centres undefined)	i
C[C@@H]1ON(C)[C@H]2C[C@H]3c4[nH]c5ccc(-c6ccc7c(c6)OCO7)cc5c4CCN3C(=O)[C@@H]12	2.3%
C[C@@H]1CCCCO[C@H](CN(C)S(=O)(=O)c2cn(C)cn2)[C@@H](C)CN([C@H](C)CO)C(=O)c2cc(NC(=O)c3ccncc3)ccc2O1	i
C[C@@H]1CN([C@H](C)CO)C(=O)CCCn2cc(nn2)CO[C@H]1CN(C)C(=O)C1CC1	0.9%
CCOC(=O)C1C(=O)CC(=O)C(C(=O)OCC)C1c1ccc(O)cc1 (centres undefined)	1.7%
C[C@H]1CN([C@@H](C)CO)C(=O)CCCn2nncc2CO[C@H]1CN(C)S(=O)(=O)c1ccc(C#N)cc1	1.4%
CC(=O)Nc1ccc(S(=O)(=O)c2ccnc3cc(Cl)ccc23)cc1	0.3%
C[C@H]1CN([C@@H](C)CO)C(=O)CCCn2cc(nn2)CO[C@@H]1CN(C)C(=O)Nc1ccc2c(c1)OCO2	2.2%
CCOC(=O)c1cc(OC(=O)Cc2ccc(OC)c(S(=O)(=O)N3CCOCC3)c2)cc(C(=O)OCC)c1	i
COc1ccc([C@H]2C[C@H](O)[C@@H](n3cc(C4CC4)nn3)CN2Cc2cccs2)cc1	0.8%
COc1ccc(C(=O)Oc2ccc(C)cc2)cc1S(=O)(=O)N1CCOCC1	i
C[C@@H]1CN([C@H](C)CO)C(=O)CCCn2nncc2CO[C@@H]1CN(C)S(=O)(=O)c1cccc(F)c1	0.1%
CCN(CC)C(=O)C1=C(C)N(CCCOC)C(=O)C(CC(=O)NC2CCCCC2)C1 (centres undefined)	0.3%
Cc1c(Cl)ccc(S(=O)(=O)N2CCN(C)CC2)c1Cl	i
O=C(COC(=O)c1ccccc1SCC(=O)N1CCCC1)NCc1ccc(F)cc1	0.9%
C[C@H](CO)N1C[C@H](C)[C@H](CN(C)S(=O)(=O)c2cccc(F)c2)Oc2cc(Br)ccc2S1(=O)=O	2.1%
CCc1noc(C)c1C(=O)N1CCN(c2cccc(Cl)c2)CC1	0.3%
O=C(NCCN1CCN(Cc2ccccc2)CC1)c1ccc(CS(=O)(=O)c2c(Cl)cccc2Cl)o1	0.6%
CN(C)S(=O)(=O)c1cccc(NC(=O)c2ccccc2SCC(=O)N2CCCC2)c1	i
Following part.
SMILES	inhibitors of VEEV
N#CN=CN1CC=C(c2ccc(Cl)cc2)CC1	0.8%
COc1ccc(-c2ccc(CN3C(C(C)C)C(=O)N(Cc4cn(CCC5OCCCO5)nn4)CCS3(=O)=O)cc2)cn1 (centres undefined)	5.8%
C[C@@H]1CN([C@@H](C)CO)C(=O)CCCn2nncc2CO[C@H]1CN(C)C(=O)c1ccccc1	0.8%
COc1ccc(NC(=O)C[C@H]2C(=O)N(c3ccccc3)C[C@@H]2Cc2ccccc2)cc1	3.8%
C[C@@H]1CN([C@@H](C)CO)C(=O)c2cc(Br)cnc2O[C@H]1CN(C)C(=O)C1CCCCC1	1.2%
OCCCN1CNC(=S)NC1	i
O=C(Nc1ccn(CCCNCC2CCCCC2)c(=O)n1)OCc1ccccc1	i
COc1ccc(Nc2cc(C)nc3ccc(C)cc23)cc1	2.5%
CCN(C(=O)c1ccc(NC(=O)C2CCCCC2C(=O)O)cc1)c1ccccc1 (centres undefined)	0.2%
COc1ccc(C)cc1-n1cnc2sc(C)c(C)c2c1=O	1.8%
O=C(O)c1ccc(CNC(=O)C2CCN(S(=O)(=O)c3ccc4c(c3)OCCO4)CC2)cc1	i
CC(C)C1C(=O)N(Cc2cn(Cc3ccco3)nn2)CCS(=O)(=O)N1Cc1ccc(-c2ccncc2)cc1 (centres undefined)	0.9%
CC(C)NC(=O)Nc1ccc2c(c1)C(=O)N([C@@H](C)CO)C[C@H](C)[C@H](CN(C)S(=O)(=O)c1ccccc1)OCCCC[C@H](C)O2	i
O=C(COC(=O)c1ccc(Cl)c(S(=O)(=O)N2CCCCC2)c1)NC1CCCCC1	i
CC1CCCN(C(=O)c2cccc(S(=O)(=O)NCc3ccccc3)c2)C1 (centres undefined)	0.1%

Not all compounds are listed; the hit share may differ from the screen's.
